Screens as filed in PubChem.
SW480 rerep: induces DNA re-replication in SW480 colon adenocarcinoma cells; AID 624297; Potency, µM (top dose mostly 46.1 µM), without a hit: at the highest dose re-replication activation, usual class: activators; SW480 DNA re-replication, Hoechst DNA content imaging, 48 h; actives 1.8% (n = 340,000); note: potency is the fitted concentration of half-maximal effect; % of control where 0% means no effect; nearly all actives have a fitted effect of over 55% in size
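Quantitative HTS format with DMSO vehicle controls; 48 hr drug incubation at 37 C, then 40 min Hoechst staining and scanning imager measurement at 405 nm excitation.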
HT1080-NT tox: kills 2HG-producing HT-1080-NT fibrosarcoma cells. actives 1.6% (n = 360,000). AID 686970. HT-1080-NT fibrosarcoma viability, CellTiter-Glo ATP luminescence, 48 h. Potency, µM (top dose mostly 46.1 µM), for the others: at the top dose activity, negative = less viability, actives largely listed as cytotoxic;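 note: NT is the 2HG producing partner of a matched IDH1 knockdown line; potency is the fitted concentration of half-maximal effect; 0% = DMSO-treated cells and -100% = media-only wells without cells; nearly all actives have a fitted effect of over 55% in size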
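A 48-hour cytotoxicity screen used HT-1080-NT cells plated 2 hours before compound delivery. ATP-based CellTiter-Glo luminescence measured viability, normalized to DMSO and no-cell controls.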
MCF10A rereplic: DNA re-replication induction in MCF 10a cells | Potency, µM (top dose mostly 46.1 µM), inactives show at the top dose activity, positive = re-replication, hits mostly activators | MCF 10A DNA re-replication, Hoechst nuclear intensity, 48 h | actives 2.9% (n = 350,000); note: potency is the fitted concentration of half-maximal effect; % of control where 0% means no effect; nearly all actives have a fitted effect of over 50% in size
HEK293 tox: cytotoxicity in counter-screen for GLP-1R inverse agonists | Potency, µM (top dose mostly 38.3 µM), inactives show top-dose activity change, negative = inhibition, most hits filed as inhibitors | HEK293 cAMP-luciferase reporter cells, luminescence, 24 h | actives 0.13% (n = 410,000);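 note: loss of luciferase light is scored as toxicity; potency is the fitted concentration of half-maximal effect; % is set by controls: 0 for no effect and ±100 for the full control effect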
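Cells in DMEM/10% Nu serum/1% pen-strep, 1536-well format. Pre-incubated 12 h, dosed with 23 nL compound, incubated a further 24 h. Luciferase detection, 12 min at room temp, luminescence.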
DRD3 agonist: agonists of human D3 dopamine receptor; max activation, %; D3R DiscoveRx beta-arrestin cells, luminescence, 90 min; actives 0.58% (n = 410,000); in the data active = max activation above about 30%; note: 0% is about no effect; mostly tested at two doses, the higher about 12 µM
Target sequence (P35462 whole entry, looked up): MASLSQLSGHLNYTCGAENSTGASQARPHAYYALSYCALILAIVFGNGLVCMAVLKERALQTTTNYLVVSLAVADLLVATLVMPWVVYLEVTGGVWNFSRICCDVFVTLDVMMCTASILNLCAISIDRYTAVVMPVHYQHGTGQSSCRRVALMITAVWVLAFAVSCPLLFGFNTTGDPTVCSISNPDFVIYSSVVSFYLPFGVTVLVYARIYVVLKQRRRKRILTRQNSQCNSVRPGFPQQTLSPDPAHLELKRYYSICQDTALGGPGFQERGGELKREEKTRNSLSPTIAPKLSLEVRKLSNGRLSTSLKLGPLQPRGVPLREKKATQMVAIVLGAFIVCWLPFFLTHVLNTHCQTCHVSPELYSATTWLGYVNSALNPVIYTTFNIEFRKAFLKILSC
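Cells at 1500/well, incubated overnight, then treated with pinned compounds (dopamine as control) for 90 min at 37 degrees C. DiscoveRx reagent added for 30 - 60 minutes at room temperature; luminescence read.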
HT1080 IDH1KD tx: HT-1080 IDH1 knockdown cell toxicity (counter line). Potency, µM (titrated, usually from 46.1 µM), for inactives: at the highest dose activity, negative = toxicity, hits mostly cytotoxic. HT-1080 IDH1 knockdown viability, ATP luminescence, 48 h. AID 686971. actives 2% (n = 360,000);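 note: potency is the fitted concentration of half-maximal effect; 0% = DMSO wells and -100% = cell-free medium wells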
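Knockdown cells (IDH1KD HT-1080) received compounds 2 h after plating at 750 cells/well and were kept 48 h at 37 °C in 5% FBS RPMI. A CellTiter-Glo luminescence read gave % activity for curve fitting.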
KB-V1 MDR tox: kills drug-selected multidrug resistant KB-V1 cells; KB-V1 MDR cells viability, CellTiter-Glo, 72 h; Potency, µM (doses to about 46.1 µM), without a hit: at the top dose activity change, negative = cytotoxicity, usual class: cytotoxic; actives 3.4% (n = 400,000); AID 1347076; note: potency is the fitted concentration of half-maximal effect; % is set by controls: 0 for no effect and ±100 for the full control effect; nearly all actives have a fitted effect of over 60% in size
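Cells of the MDR subline KB-V1 are plated, dosed with compound at multiple concentrations, and incubated 72 h at 37 degrees C; CellTiter-Glo is then added and luminescence read after 10 min.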
IL-1B inflam inh: blocks inflammasome-driven IL-1 beta release; THP-1 LPS/ATP IL-1B secretion, AlphaLISA, 16 h; stronger effect = lower value; activity change, % at 57.5 µM; actives 4.7% (n = 360,000); AID 743279; in the data active = activity change below about -50%; inconclusive = mostly about -30% to -49%; note: % is set by controls: 0 for no effect and ±100 for the full control effect
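Secreted IL-1B measured by AlphaLISA bead assay after 16 h compound exposure of THP-1 cells; compounds (final up to 57.5 uM) added 1 h before LPS (250 ng/mL) and ATP (1.25 mM) stimulation; lower signal means less secretion.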
KB-3-1 cytotox: kills parental KB-3-1 adenocarcinoma cells; KB-3-1 viability, CellTiter-Glo ATP luminescence, 72 h; Potency, µM (series often up to 46.1 µM), without a hit: at the highest dose activity change, negative = cytotoxic, actives largely listed as cytotoxic; actives 1.4% (n = 400,000); AID 1347075; note: potency is the fitted concentration of half-maximal effect; % is set by controls: 0 for no effect and ±100 for the full control effect; nearly all actives have a fitted effect of over 60% in size
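Luminescent ATP read-out (CellTiter-Glo) measures survival of drug-naive KB-3-1 cells after 72 h compound exposure at 37 °C. Titration series was screened from lowest to highest concentration, with DMSO vehicle plates as background controls.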
* hit, by the source's call; ? = inconclusive; · = no result given; [ ] = another dose, or the depositor's remark. Unless noted, calls come from the whole dose curve; as a rule, active = well fitted curve in the direction sought with a large enough effect; inconclusive = small, poorly fitted or top-dose-only effect, or another doubt; inactive = no such curve, though single readings can be large; an effect the other way counts as inactive or inconclusive.

SMILES	SW480 rerep	HT1080-NT tox	MCF10A rereplic	HEK293 tox	DRD3 agonist	HT1080 IDH1KD tx	KB-V1 MDR tox	IL-1B inflam inh	KB-3-1 cytotox
COCCN(C(=O)c1ccc(N(C)S(=O)(=O)c2ccc(C)cc2)cc1)c1c(N)n(CC(C)C)c(=O)[nH]c1=O	-15%	-1%	10%	-3%	-2	-1%	?	-13	-1%
CCOc1ccc(S(=O)(=O)N2CCC(C(=O)NCCc3ccc(S(N)(=O)=O)cc3)CC2)cc1	1%	4%	2%	7%	-4	0%	-7%	-8	2%
COc1ccccc1CNC(=O)C(Cc1c[nH]c2ccccc12)NC(=O)OCc1ccccc1 (stereo unspecified)	2%	-16%	18%	?	2	-13%	18µM*	-26	?
O=C(Cc1ccccc1)N1CCC(c2nc(-c3ccc(F)cc3)no2)CC1	-4%	-4%	16%	12%	31*	-27%	?	-13	6%
CN1CCN(CC(O)COc2ccc(S(=O)(=O)N3CCOCC3)cc2)CC1 (stereo unspecified)	-3%	7%[9.24 µM]	?	14%	-3	5%	?	-7	-1%
O=C(CSC1=NCCS1)Nc1ccc2ccccc2c1	-1%	-8%	?	-24%	3	24%	1%	-28	-1%
O=C(CN1C(=O)C2(OCCO2)c2ccccc21)c1ccc(Br)cc1	1%	-21%	23%	-11%	-10	-18%	-11%	3	-16%
CCC(=O)N1CCc2cc(S(=O)(=O)NC(C(=O)Nc3cccc(C)n3)C(C)C)ccc21 (stereo unspecified)	-1%	2%	1%	-7%	3	1%	-17%	0	8%
CC1C(=O)Nc2ccccc2N1C(=O)c1c(F)cccc1F (stereo unspecified)	-8%	6%	2%	-2%	2	-5%	27%	-9	-2%
O=C(Nc1cc(S(=O)(=O)N2CCCCC2)ccc1Cl)C1=NN(c2ccccc2)C(=O)CC1	?	5%	?	9%	4	1%	-12%	82	-9%
O=C(Nc1ccc(F)c(Cl)c1)C1Cc2c(-c3ccco3)ccnc2O1 (stereo unspecified)	·	-18%	·	3%	4	-19%	21µM*	0	?
O=C(Cc1ccc(S(=O)(=O)N2CCOCC2)s1)N1CCN(S(=O)(=O)c2cccc([N+](=O)[O-])c2)CC1	-1%	-4%	15%	2%	3	-4%	-6%	-10	1%
O=S(=O)(c1ccc(F)cc1)N1CCN(c2ccccc2)CC1	7%	-3%	0%	1%	2	-13%	-4%	?	2%
Cc1ccc(OCC(=O)NN2C(=O)c3ccccc3C2=O)c(C)c1	14%	11%	5%	-1%	-3	9%	3%	-12	8%
O=C(NCCCc1ccccc1)c1ccc([N+](=O)[O-])cc1Cl	-2%	-10%	12%	-9%	0	9%	0%	6	18%
COc1ccc(CNC(=O)CN2C(=O)CSc3ccc(S(=O)(=O)N4CCOCC4)cc32)cc1	-11%	1%	2%	-8%	6	7%	1%	4	-1%
N#CC(=C=[N-])c1nc2ccccc2nc1-[n+]1cccc(NC(=O)c2cccs2)c1	3%	-3%	-3%	0%	-13	5%	?	19	1%
O=C(CC(c1ccccc1)c1ccccc1)NCc1cccnc1	-19%	-3%	-6%	-5%	8	4%	-12%	36	-6%
C/C(=C\C(=S)Nc1ccccc1)Nc1ccc2ccccc2c1	?	3%	?	7%	4	1%	9%	10	4%
O=C(CN1C(=O)C2CCCCC2C1=O)Nc1cccc(C(F)(F)F)c1 (stereo unspecified)	-1%	6%	-1%	-9%	2	12%	4%	3	0%
COc1cccc2cc(S(=O)(=O)c3ccc(C)cc3)/c(=N/NS(=O)(=O)c3ccc(C)cc3)oc12	-2%	8%	18%	-4%	11	4%	21%	-1	7%
CCOC(=O)[C@]12CCCC=C1N(Cc1cccc3ccccc13)C(=O)[C@H](CC(=O)NCC1CCCCC1)C2	·	14%	·	2%	2	17%	?	0	?
COc1cc2c(cc1OC)C(c1ccccc1)CC2=O (stereo unspecified)	?	9%	-2%	3%	5	0%	-16%	-6	0%
COc1ccc(NC(=O)CC2C(=O)N(c3cccc(OC)c3)C(=O)N2CCC(C)C)cc1 (stereo unspecified)	0%	15%	20%	-9%	11	2%	-9%	5	-13%
COc1ccc(C(=O)N2CCN(Cc3ccccc3)CC2)cc1[N+](=O)[O-]	-6%	1%	0%	-4%	-6	-3%	-19%	-6	-9%

Structures from the list above containing a thiophene ring, fused or not:
SMILES	SW480 rerep	HT1080-NT tox	MCF10A rereplic	HEK293 tox	DRD3 agonist	HT1080 IDH1KD tx	KB-V1 MDR tox	IL-1B inflam inh	KB-3-1 cytotox
O=C(Cc1ccc(S(=O)(=O)N2CCOCC2)s1)N1CCN(S(=O)(=O)c2cccc([N+](=O)[O-])c2)CC1	-1%	-4%	15%	2%	3	-4%	-6%	-10	1%
N#CC(=C=[N-])c1nc2ccccc2nc1-[n+]1cccc(NC(=O)c2cccs2)c1	3%	-3%	-3%	0%	-13	5%	?	19	1%

Returning to the listing, starting two compounds before the break.
SMILES	SW480 rerep	HT1080-NT tox	MCF10A rereplic	HEK293 tox	DRD3 agonist	HT1080 IDH1KD tx	KB-V1 MDR tox	IL-1B inflam inh	KB-3-1 cytotox
COc1ccc(NC(=O)CC2C(=O)N(c3cccc(OC)c3)C(=O)N2CCC(C)C)cc1 (stereo unspecified)	0%	15%	20%	-9%	11	2%	-9%	5	-13%
COc1ccc(C(=O)N2CCN(Cc3ccccc3)CC2)cc1[N+](=O)[O-]	-6%	1%	0%	-4%	-6	-3%	-19%	-6	-9%
O=C(CN1C(=O)CCS(=O)(=O)c2ccccc21)NCc1ccccc1	-4%	8%	-11%	-18%	2	7%	-4%	9	0%
COc1ccc(C(=O)NCCCNC(=O)c2ccccn2)cc1Br	4%	13%	-1%	2%	-5	-2%	-6%	20	2%
CCn1c(C(c2ccccc2)c2ccccc2)n[nH]c1=S	0%	-1%	-11%	-10%	-1	1%	-2%	6	-1%
OC(c1ccccc1)c1nc(-c2ccc(F)c(Cl)c2)cs1 (stereo unspecified)	·	?	·	-1%	1	?	3%	-6	0%
O=C(Nc1ccon1)C1CCN(S(=O)(=O)c2cccs2)CC1	?	-5%	2%	57%[activator]	-2	-2%	-3%	-7	4%
O=C(Nc1ccc(Oc2ccc(NC(=O)Nc3ccc([N+](=O)[O-])cc3)cc2)cc1)Nc1ccc([N+](=O)[O-])cc1	8%	?	-1%	-18%	0	?	?	-88*	18µM*
O=S(=O)(Nc1ccccc1N1CCCCC1)c1ccc(F)cc1	-23%	-4%	-17%	-13%	4	0%	-22%	·	-2%
O=C(O)CCn1nnc(-c2ccccc2)n1	-3%	6%	-2%	-3%	-2	0%	7%	15	-1%
CCc1ccc(NC(=O)CSc2nc(=O)n(Cc3ccco3)c3c2CCC3)cc1	·	·	·	2%	2	·	-9%	·	-20%
COC(=O)c1ccc(COC(=O)CNC(=O)c2ccco2)cc1	-3%	7%	-3%	-10%	2	0%	4%	-23	2%
CC(C)(C)C(=O)C[n+]1cccc(C(N)=O)c1	-6%	13%	-3%	2%	1	16%	1%	5	1%
Cc1cccc(NC(=O)CCC(=O)c2cccs2)n1	0%	-4%	6%	-6%	-8	1%	2%	5	13%
O=c1c2c(nc3cc(-c4cccc(Cl)c4)[nH]n13)CCCC2	-4%	-8%	?	8%	-7	5%	?	-102*	17%
COc1ccc(N2C(=O)C3CC(C)=C(C)CC3C2=O)c(OC)c1 (stereo unspecified)	9%	2%	-3%	4%	2	-1%	20%	-2	11%
COc1ccc(Cc2c(-c3ccc(C)cc3)nc3c(C)cc(Br)cn23)c(C)c1	·	-4%	·	-11%	7	-4%	-16%	39	-16%
Cc1cccc(C)c1NC(=O)C(C1CC1)n1c(-c2ccc(-c3ccccc3)cc2)nc2ccccc21 (stereo unspecified)	·	-12%	·	10%	-7	-15%	-4%	0	-10%
CCn1c(=O)c2cc(C(=O)Nc3cc(F)ccc3F)sc2c2ccccc21	·	·	·	6%	20	·	-22%	·	-18%
C=CCNC(=O)[C@@H]1CSC2c3ccc(OC)c(OC)c3C(=O)N21 (stereo partly specified)	-14%	-3%	-19%	0%	0	0%	29%	5	9%
CC1(C)Cc2cccc(OCC(=O)O)c2O1	-3%	18%	1%	-13%	0	12%	26%	5	-2%
N/C(=N/OCc1cccc([N+](=O)[O-])c1)c1nonc1N	5%	17%	5%	6%	1	9%	?	-8	4%
CC1=NOC(=O)/C1=C/c1ccc(N(C)C)cc1	2%	1%	2%	2%	-12	-10%	-1%	-6	-8%
CC(C)NC(=O)c1ccc(OC2CSC2)cc1	-3%	20%	7%	0%	-7	16%	-1%	-8	0%
CC(=O)O[C@H]1[C@@H](O)[C@H](O)[C@H](Oc2c(O)c(C)c3c4c2[C@@H](C)CC[C@@H]4[C@@H](C)C[C@H]3C=C(C)C)O[C@H]1C	-13%	?	?	?	30*	?	26µM*	-3	?
CCCCSc1nc2c(c(=O)[nH]c(=O)n2C)n1CCc1ccccc1	-3%	4%	3%	14%	-3	-1%	-9%	31	-10%
C=CCn1cccc(C(=O)Nc2ccc(Cl)cc2)c1=O	-4%	0%	-7%	-16%	2	1%	-26%	23	?
SMILES	SW480 rerep	HT1080-NT tox	MCF10A rereplic	HEK293 tox	DRD3 agonist	HT1080 IDH1KD tx	KB-V1 MDR tox	IL-1B inflam inh	KB-3-1 cytotox
O=C(Nc1ccc(O)c2c(=O)cc(-c3cccc(Cl)c3)oc12)c1ccc(F)cc1	19%	1%	10%	4%	7	-9%	-1%	33	-20%
Cc1cccc(CN2CCN([C@@H]3CS(=O)(=O)N[C@H]3COCc3ccccc3)CC2)c1	·	-15%	·	2%	3	2%	16%	-17	0%
Cc1c(C(=O)NCc2ccccn2)oc2ccc(Br)cc12	-49%[inhibitor]	8%	?	20%	-2	4%	?	-1	4%
COc1cccc(C(=O)NCCN2CCN(c3ccccc3)CC2)c1	?	6%	-1%	0%	19	10%	-3%	0	13%
CC(=O)NCC(=O)OCN1C(=O)c2ccccc2C1=O	-4%	18%	-3%	-7%	-1	15%	29%	17	9%
COc1ccc(N(CC(=O)NCC2CCCO2)C(=O)CCC(=O)Nc2nccs2)c(OC)c1 (stereo unspecified)	-6%	10%	-3%	8%	6	4%	1%	?	19%

Not a hit list; 11% or so of the library scored in one or more.
